High-throughput results (PubChem BioAssay)
Ba/F3 V617F tox: loss of viability in JAK2V617F-driven Ba/F3 cells. Ba/F3 EpoR-JAK2V617F viability, ATP luminescence. 220,000 compounds, 1.1% hits. inhibition, % at 5.6 µM;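 active = inhibition above the campaign mean plus 3 SD over all tested compounds, cut at about 24% in these data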;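 note: cytokine-independent growth of Ba/F3 cells driven by EpoR plus mutant JAK2; 0% = DMSO-treated cells and 100% = JAK inhibitor I control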
S1P4 antag: blocks the human S1P4 receptor. O95977. S1P4-expressing cells, antagonist mode, reporter read-out. inhibition, % at 4.98 µM. 220,000 compounds, 0.26% hits. AID 1510; in the data active = inhibition above about 29%;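 note: 0% = wells stimulated with agonist and 100% = vehicle wells without agonist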
Target sequence (O95977 whole entry, looked up): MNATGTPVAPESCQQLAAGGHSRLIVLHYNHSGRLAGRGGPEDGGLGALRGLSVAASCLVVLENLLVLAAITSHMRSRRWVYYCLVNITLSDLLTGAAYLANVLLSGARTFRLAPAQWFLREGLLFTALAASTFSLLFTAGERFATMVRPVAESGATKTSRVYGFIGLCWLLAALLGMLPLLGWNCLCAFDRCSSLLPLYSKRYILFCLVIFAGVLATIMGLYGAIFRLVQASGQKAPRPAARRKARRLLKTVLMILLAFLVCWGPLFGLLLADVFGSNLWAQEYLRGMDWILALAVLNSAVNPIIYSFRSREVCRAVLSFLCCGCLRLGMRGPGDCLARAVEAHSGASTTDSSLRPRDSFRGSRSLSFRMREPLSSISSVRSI
Wee1 degr inh: inhibitors of human Wee1 degradation. 220,000 compounds, 1.2% hits. HeLa Luc-Wee1K328M stability, luciferase luminescence; 100% = proteasome inhibitor MG132 effect. P30291. reporter increase, % at 5 µM;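 active = activation above the mean of all tested compounds plus 3 SD, set per screening run, cut at about 8.8% in these data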;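 note: cells exposed to compound for 20 h before luminescence read; 0% = DMSO alone and 100% = MG132 at 30 µM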
BaF3 tox: counter-screen for JAK2V617F inhibitors: parental Ba/F3 viability inhibitors. CellTiter-Glo ATP luminescence. inhibition, % at 5.6 µM. 220,000 compounds, 1.1% hits;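 active = inhibition above a per-campaign cutoff, the mean inhibition of all tested compounds plus 3 SD, cut at about 27% in these data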;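 note: 0% = DMSO wells and 100% = JAK Inhibitor I control wells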
S1P4 agonist: activates the human S1P4 receptor; S1P4-expressing cell line, agonist reporter assay; activation, % at 4.98 µM; 220,000 compounds, 0.35% hits; in the data active = activation above about 11%;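 note: 0% = DMSO vehicle and 100% = reference agonist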
Mdm2 ligase inh: blocks human Mdm2 ubiquitin ligase activity. cell-based MDM2 ubiquitination luciferase reporter, 2 h; 0 = plate control, 100 = twice control, blank-subtracted. Q00987. 210,000 compounds, 0.11% hits. signal enhancement, % at 5 µM;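 active = signal enhancement of 30% or more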;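 note: luminescence tracks abundance of the self-degrading MDM2-luciferase fusion protein; higher signal means inhibition of MDM2 E3 ligase activity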
Target sequence (Q00987 whole entry, looked up, the tested form may be a part): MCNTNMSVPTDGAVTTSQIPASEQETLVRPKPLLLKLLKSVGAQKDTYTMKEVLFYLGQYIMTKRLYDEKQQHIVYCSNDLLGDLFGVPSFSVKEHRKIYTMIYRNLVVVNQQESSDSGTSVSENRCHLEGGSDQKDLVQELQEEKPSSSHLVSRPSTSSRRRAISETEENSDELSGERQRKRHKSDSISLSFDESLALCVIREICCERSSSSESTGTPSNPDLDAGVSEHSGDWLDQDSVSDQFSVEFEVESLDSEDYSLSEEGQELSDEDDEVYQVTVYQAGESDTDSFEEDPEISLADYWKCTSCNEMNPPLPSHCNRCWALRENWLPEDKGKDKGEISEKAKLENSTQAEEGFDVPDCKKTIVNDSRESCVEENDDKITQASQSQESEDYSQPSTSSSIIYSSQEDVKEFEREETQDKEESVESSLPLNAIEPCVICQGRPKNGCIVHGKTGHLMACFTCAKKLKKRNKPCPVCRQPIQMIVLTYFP
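Test system: stable mammalian line carrying autodegrading MDM2–luciferase fusion reporter; quantity: 2000 cells in each well; times: 4 h cell settling then 2 h compound exposure, 37 °C; detection: luminescence with SteadyLite reagent, 15 min at room temperature; evaluation: percent signal gain over controls, blank-subtracted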
eIF4E 4G PPI: inhibitors of eIF4E and eIF4G interaction in translation initiation | 220,000 compounds, 0.37% hits | TR-FRET eIF4E-eIF4GI(517-606) binding, 2 h | P63073+Q04637 | inhibition, % at 21.7 µM | AID 782;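 active = inhibition above about 30%, limit read from the data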;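 note: 0% = full FRET control wells and 100% = background wells lacking eIF4GI fragment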
PERK inhibitor: blocks human PERK kinase; Q9NZJ5; CHO PERK-DD fusion, SEAP luminescence translation reporter; inhibition, % at 5.6 µM; 220,000 compounds, 0.17% hits; AID 1416;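 active = inhibition above the mean inhibition of all tested compounds plus 3 SD, set separately per screening campaign, cut at about 2.9% in these data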;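 note: PERK kinase domain activated by AP20187 dimerizer at 100 nM; 0% = DMSO with dimerizer and 100% = rapamycin at 8.4 µM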
NPY-Y2 PAM-ag: human NPY-Y2 potentiation or agonism, primary screen; cells expressing NPY-Y2, potentiator/agonist read-out; AID 1359; activation, % at 3.6 µM; P49146; 220,000 compounds, 0.45% hits; in the data active = activation above about 27%;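 note: cells stimulated with NPY near EC25 plus isoproterenol at EC100; 0% = vehicle plus submaximal agonist and 100% = vehicle plus saturating agonist; some results beyond the cut were filed as inactive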
Active calls of the source: *; nt = no result given; [ ] = remark or other dose.

Results follow in this order: Wee1 degr inh	PERK inhibitor	eIF4E 4G PPI	S1P4 antag	S1P4 agonist	Ba/F3 V617F tox	BaF3 tox	NPY-Y2 PAM-ag	Mdm2 ligase inh
- O=S(=O)(Cc1noc(-c2ccccc2Cl)n1)c1ccccn1
 : 3	0.9	3	-5	1.8	-3	-3	6	-28
- CN(C)c1nc(C(=O)NN)nc(N(C)C)n1
 : 1	-0.2	8	-19	-3.2	0	6	-9	-32
- O=C(O)C1CCC(N2C(=O)C3C4CCC(C4)C3C2=O)CC1 (centres undefined)
 : -1	0.8	1	-3	0.7	-1	6	-11	-10
- COc1ccc(NC(=O)CCc2c(C)nc3nc(C)nn3c2C)cc1
 : -2	0.6	-1	-17	0.1	-1	4	-5	-22
- O=C(Nc1ccc(F)c(Cl)c1)C1CCN(S(=O)(=O)c2cccnc2)CC1
 : -1	0.5	4	-4	-0.2	-2	3	3	-3
- CCC(C)[C@H](NC(=O)OC(C)(C)C)C(=O)N/N=C/c1ccc2cc(OC)ccc2n1 (some centres undefined)
 : 1	-0.5	2	-2	90*	2	4	1	-11
- O=C(C1CCN(S(=O)(=O)c2cccc3cccnc23)CC1)N1CCn2c1nc1ccccc12
 : -1	0.2	-1	1	-0.2	-4	2	-8	-3
- COc1cc(CC(=O)OCC(=O)NC2CCCCC2)cc(OC)c1OC
 : 1	0.2	-2	6	0.4	-2	4	1	-9
- OCCN(CCO)CC(O)COc1ccc2c(c1)OCO2 (centres undefined)
 : 1	2.3	3	3	-2.8	-3	3	4	-8
- Cc1ccc(-c2nnc(N3CCC(C)CC3)c3ccccc23)cc1C
 : 1	0.3	-1	-4	2.5	2	9	-10	-8
- O=C(Nc1ccc(Oc2ccccc2)cc1)c1cnc2n(c1=O)CCS2
 : 4	0.4	5	-16	-0.3	-3	3	14	-25
- COC(=O)c1ccccc1NC(=S)NC(=O)C1CC1
 : -3	0.2	-1	-9	2.0	-4	0	-9	-5
- CCCCOc1ccc(C2(C)CC(=O)NC2=O)cc1 (centres undefined)
 : -2	0.2	-3[fluorescence artefact?]	-8	0.4	1	0	1	-16
- Cc1cc(NC(=O)c2cnn3c(C(F)F)cc(C4CC4)nc23)no1
 : 0	-0.4	-4	-1	-1.1	0	5	-12	13
- CCc1c(O)c(/C(C)=N\O)c(=O)n(-c2ccccc2)c1-c1ccccc1
 : -1	-0.1	-1	7	-0.6	-5	0	2	0
- CCOc1ccccc1C1C(C#N)=C(SCC(=O)OC)NC(=O)C1C(=O)OC (centres undefined)
 : 0	0.5	15	-20	-1.4	-4	3	7	-19
- Cc1ccc(Nc2c(-c3ccc(C)o3)nc3ncccn23)cc1
 : 0	-0.3	1	2	11*	-5	1	-5	-20
- O=C(O)c1ccccc1C(=O)N1CCN(C(=O)c2ccccc2Cl)CC1
 : 0	1.6	0	12	0.9	-1	5	2	27
- COC(=O)c1nn(-c2nc(-c3cccc(OC)c3)cc(C(F)(F)F)n2)cc1[N+](=O)[O-]
 : 0	1.8	3	-19	1.0	-3	2	5	-10
- COc1ccc(CCNC(=O)CCn2c(=O)oc3ccccc32)cc1
 : -1	1.0	-4	0	-1.0	-2	2	3	-2
- Cc1ccc(C(=O)c2cc([N+](=O)[O-])ccc2N2CCCCC2)cc1
 : 5	0.8	2	-14	1.0	80*	76*	-2	-4
- CN(NC1OC(=O)c2ccccc21)c1c([N+](=O)[O-])cc(C(F)(F)F)cc1[N+](=O)[O-] (centres undefined)
 : 2	2.0	-5	7	0.4	-5	-1	13	-7
- O=S(=O)(NCCSc1ccccc1)c1cccs1
 : -2	0.7	1	12	-1.1	-4	2	-7	-7
- C#CC[N+](C)(C)CCCCCCCCCCCC
 : -2	0.7	-3	-14	0.7	80*	76*	-2	-22
- O=C(NCCCN1CCOCC1)C(=O)NCc1ccc(Cl)cc1
 : 0	1.8	1	-2	0.4	-2	-2	9	-7
- CC(C)C1Cc2c(sc(NC(=S)NC(=O)c3ccccc3)c2C#N)CO1 (centres undefined)
 : 1	1.2	5[fluorescence artefact?]	-9	2.4	-4	7	-7	-2
- COc1ccc(C(=O)Nc2ccccc2C(=O)NC(Cc2ccc(O)cc2)C(=O)NNC(=O)c2ccc(C)cc2)cc1 (centres undefined)
 : 2	0.3	17[fluorescence artefact?]	-12	0.5	-5	5	0	-11
- Clc1ccc(OCCN2CCCCC2)c(Cl)c1
 : 0	-0.5	0[fluorescence artefact?]	2	-0.3	-2	3	-1	-14
- O=C(CN1C(=O)C2CC=C(Cl)CC2C1=O)NCc1ccccc1 (centres undefined)
 : -2	0.1	2	-4	1.6	2	9	2	-6
- O=C(CP(=O)(c1ccccc1)c1ccccc1)Nn1cnnc1
 : -1	2.1	10	-2	3.9	0	-1	-7	-18

Entries of single compounds as entered above. Screens in order: Wee1 degr inh | PERK inhibitor | eIF4E 4G PPI | S1P4 antag | S1P4 agonist | Ba/F3 V617F tox | BaF3 tox | NPY-Y2 PAM-ag | Mdm2 ligase inh
Record of CCc1c(O)c(/C(C)=N\O)c(=O)n(-c2ccccc2)c1-c1ccccc1 : -1 | -0.1 | -1 | 7 | -0.6 | -5 | 0 | 2 | 0
Record of Cc1ccc(Nc2c(-c3ccc(C)o3)nc3ncccn23)cc1 : 0 | -0.3 | 1 | 2 | 11* | -5 | 1 | -5 | -20
Record of O=C(O)c1ccccc1C(=O)N1CCN(C(=O)c2ccccc2Cl)CC1 : 0 | 1.6 | 0 | 12 | 0.9 | -1 | 5 | 2 | 27

(further entries)
Results follow in this order: Wee1 degr inh	PERK inhibitor	eIF4E 4G PPI	S1P4 antag	S1P4 agonist	Ba/F3 V617F tox	BaF3 tox	NPY-Y2 PAM-ag	Mdm2 ligase inh
- Cc1[nH]c(=O)c(C#N)c2c1COC(C)(C)C2
 : 2	2.2	6	-9	0.9	-3	6	-42	nt
- Cc1cccc(N2CCN(C(=S)NC3CCCCC3)CC2)c1C
 : 4	1.3	-1	-3	-1.6	-3	-3	-29	nt
- COc1ccccc1/C=C/C=N/n1c(C2CCCCC2)n[nH]c1=S
 : -2	-0.3	1[fluorescence artefact?]	-14	1.5	2	10	11	-4
- C[C@@H]1NC(=O)/C(=C\c2ccccc2Cl)NC1=O
 : 0	0.3	3	-1	0.0	0	5	-7	0
- CN(C)Cc1ccc(F)cc1Sc1cc(Cl)ccc1Cl
 : 3	1.4	0	-14	-0.1	-1	8	10	-10
- CCCS(=O)(=O)N1CCN(C(=O)c2ccc(-c3ccccc3)cc2)CC1
 : 1	1.2	-3	2	2.7	0	8	-9	-15
- Cc1cc([N+](=O)[O-])ccc1NC(=O)C[n+]1ccc(N(C)C)cc1
 : -1	0.6	5	-6	0.9	1	7	8	-12
- COc1ccccc1NC(=O)c1nn(-c2ccccc2)ccc1=O
 : 0	-0.7	-5	-7	-2.7	-3	-1	-15	-15
- Cc1ccc2c(c1)C1CN(C)CCC1N2C(=S)NC(=O)c1ccc(Br)cc1 (centres undefined)
 : -3	-1.7	-1	4	1.1	-4	4	-38	-14
- NC(=O)c1ccsc1NC(=O)C1CCCN1S(=O)(=O)c1ccc(Cl)cc1 (centres undefined)
 : -2	-0.7	0	-15	0.8	-4	1	7	8
- Cc1ccccc1CC1(CO)CCCN(Cc2ccn[nH]2)C1 (centres undefined)
 : -1	0.6	3	-13	-0.3	-2	4	-11	3
- CSc1ncc(Cl)c(C(=O)Nc2cccc(C)c2)n1
 : 4	0.6	2	-8	-0.6	-3	2	4	-10
- Cc1cccc(/N=C/C2=C(O)CC(C)(C)CC2=O)n1
 : -1	0.6	-1	0	0.1	-4	-3	16	-12
- COc1ccc(/C=C(/C(=O)NCc2ccccc2)c2ccccc2)cc1
 : 0	-0.7	-4	-7	-1.4	-2	1	-1	nt
- Nn1c(Cc2cccc3ccccc23)nnc1SCc1ccccc1
 : -2	0.0	-3	-2	0.5	-3	5	7	1
- O=C(NCC(c1cccnc1)N1CCN(c2ccccc2F)CC1)c1cccc(Cl)c1 (centres undefined)
 : 3	-1.9	-12	-5	-3.8	-3	3	-3	-5
- Cc1ccc(C2=N/C(=C/c3cccs3)C(=O)N2Nc2ccccc2)cc1
 : -2	-0.7	8[fluorescence artefact?]	0	-1.7	-4	-2	5	-51
- CC(=O)c1cccc(NC2c3ncccc3C(=O)N2Cc2ccco2)c1 (centres undefined)
 : 0	-0.2	-13	-8	0.7	1	2	3	-6
- O=C(CSc1nc2ccccc2n1-c1ccccc1)Nc1ncc(Cl)cc1Cl
 : -2	-0.9	2	-2	1.3	2	1	-17	-8
- CCOC(=O)C(CC)Sc1nc2c(c(=O)[nH]c(=O)n2C)n1CCc1ccccc1 (centres undefined)
 : -1	-0.9	-5	1	-1.3	0	6	8	-7
- CCCS(=O)(=O)NCCc1cc2c(OC)ccc(OC)c2[nH]c1=O
 : -2	-1.2	2[fluorescence artefact?]	15	-1.0	1	3	-8	-6
- Cc1ccc2cccc(Oc3ccc([N+](=O)[O-])cc3[N+](=O)[O-])c2n1
 : -1	0.7	6	-8	-0.8	2	2	-12	8
- CCNC(=S)N/N=C/c1ccc(OCCOc2ccccc2C)cc1
 : -2	-0.6	3	-10	-4.6	4	5	-9	-4
- CCOC(=O)C(C(=O)NCCCN1CCOCC1)C1CCCCC1 (centres undefined)
 : -1	0.3	2	-9	-0.6	-2	1	-4	7
- CCOC(=O)c1c(NC2=NS(=O)(=O)c3ccccc32)sc2c1CCC(C)C2 (centres undefined)
 : 3	0.3	0	-18	1.6	0	6	20	6
- Cc1cc(C)c(S(=O)(=O)c2cccc(Cl)c2)c(Cl)n1
 : 0	0.4	-4	-7	1.0	-4	-2	10	-16
- COc1cc2c(cc1OC)CN(CC(=O)Nc1ccc3c(c1)OCO3)CC2
 : 0	-0.5	-5[fluorescence artefact?]	-8	-1.6	-3	0	1	18
- N#C/C(=C1/CCCCCN1)c1nnc2n1CCCCC2
 : 3	0.3	-5	-16	0.5	2	6	7	8
- Cc1ccc(C(=O)COC(=O)CN2C(=O)C3C4CCC(C4)C3C2=O)cc1[N+](=O)[O-] (centres undefined)
 : -2	0.8	0	-2	0.3	-2	2	9	-7
